IEC-6 cytotox – counter-screen for KLF5 inhibitors: cytotoxicity in IEC-6 cells. IEC-6 cytotoxicity, luminescence viability. AID 1825. inhibition, % at 5 µM. 290,000 compounds, 0.78% hits; in the data active = inhibition above about 22%;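 note: 0% = plate median of test compound wells and 100% = cytotoxic reference compound wells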
KLF5 inh – suppresses KLF5 promoter-driven expression; DLD-1 KLF5 promoter-luciferase reporter, luminescence; inhibition, % at 5 µM; 290,000 compounds, 0.23% hits;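 active = inhibition above a per-plate limit of that plate's mean compound inhibition plus 3 SD, cut at about 60% in these data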;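 note: 0% = DMSO wells and 100% = LY294002 at 200 µM; higher means less KLF5 promoter-driven luciferase light; inactives centre near -14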
aSyn 5UTR inh – MLPCN primary screen, SNCA 5' untranslated region | 300,000 compounds, 0.82% hits | inhibition, % (tested at 7.5 µM) | alpha-synuclein 5'UTR reporter, inhibitor activity; in the data active = inhibition above about 60%; inconclusive = no clear call, values can overlap the other calls;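 note: H4 neuroglioblastoma cells stably carrying SNCA 5'UTR luciferase fusion; 0% = DMSO wells and 100% = positive control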
HSF-1 act – increases HSF-1 driven luciferase reporter signal; NIH3T3-HGL HSF-1 luciferase reporter, MG132, 8 h; 100% = twice DMSO control signal; activation, % at 9 µM; 300,000 compounds, 1.7% hits; AID 504408;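 active = mean replicate activation of at least 50% with a set share of replicates each reaching 50%; inconclusive = only one of those two conditions met; inactive = mean below 50% and too few replicates reaching it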;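 note: 0% = median of the neutral control wells and 100% = twice that signal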
PolyA inhibitor – inhibitors of polyadenylation in S. cerevisiae; S. cerevisiae SKY197-pL101 polyadenylation reporter, beta-gal luminescence; efflux-impaired pdr1/pdr3 knockout yeast; score 100 = 6 SD above DMSO; calls only at 12 µM; 300,000 compounds, 0.02% hits; AID 1875;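 active = lowest replicate activity score at least 50, where 100 means six control SD above control mean; inconclusive = lowest score under 50 but half or more replicates reach 50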;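 note: yeast exposed to compound for 9 h at 30 °C; higher score means more reporter readthrough which indicates perturbed polyadenylation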
AI-2 QS mod – modulators of Vibrio harveyi AI-2 quorum sensing system; AID 2094; Vibrio harveyi JMH597 AI-2 luminescence/OD600 ratio, 9 h; active compounds read low; strain lacks LuxN and CqsS sensors; 0 = neutral-control median; 300,000 compounds, 0.4% hits; activity change, % at 7.5 µM; in the data active = activity change below about -75%, passing the limit was not always enough; inconclusive = no clear call, values can overlap the other calls;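 note: luminescence divided by OD600 gain over 9 h not by final OD600 alone; inactives centre near 13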
HSF1 inh – HSF1 inhibition; NIH3T3-HGL HSE-luciferase, MG132-induced, luminescence 8 h; active compounds read low; 300,000 compounds, 0.77% hits; activity change, negative = inhibition, % at 7.5 µM (by protocol); AID 2098;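 active = more than half of replicate wells show activity change below -50%, luminescence cut by over half; inconclusive = some wells, but at most half, below -50%; inactive = no replicate well below -50%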;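 note: luciferase reports HSF-1 transcriptional activity via heat shock element; 0% = median of DMSO wells and -100% = zero luminescence signal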
GSK3B inh – blocks human GSK3beta kinase activity | GST-GSK3beta kinase, ADP-Glo luminescence, 60 min; active compounds read low | activity score (negative = inhibition), % at 10 µM | 300,000 compounds, 0.038% hits | P49841;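 active = more than half of replicate wells score below -50%, meaning over 50% inhibition versus plate controls; inconclusive = some replicates but at most half score below -50%; inactive = no replicate scores below -50%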;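 note: 0% = median DMSO wells and -100% = median GW8510 positive control wells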
Target sequence (P49841 whole entry, looked up): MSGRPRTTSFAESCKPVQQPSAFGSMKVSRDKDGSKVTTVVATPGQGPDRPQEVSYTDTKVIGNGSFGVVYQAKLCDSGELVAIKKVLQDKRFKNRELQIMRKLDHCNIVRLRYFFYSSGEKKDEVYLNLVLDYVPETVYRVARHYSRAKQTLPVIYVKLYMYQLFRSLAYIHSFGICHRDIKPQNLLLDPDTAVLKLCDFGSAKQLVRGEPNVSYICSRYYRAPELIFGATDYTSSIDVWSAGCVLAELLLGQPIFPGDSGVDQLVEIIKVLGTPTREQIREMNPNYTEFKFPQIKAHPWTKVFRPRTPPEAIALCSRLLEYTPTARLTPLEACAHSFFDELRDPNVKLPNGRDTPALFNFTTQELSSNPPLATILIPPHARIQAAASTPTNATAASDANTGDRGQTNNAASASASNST
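Test system: GST-fused GSK3beta enzyme, cell-free | Quantity: 1.6 ng GST-GSK3beta enzyme per well | Reagent: 25 µM ATP with peptide substrate | Schedule: 60 min enzyme reaction, room temperature | Signal: Luminescent ADP-Glo measurement of ADP formed | Read-out basis: Score relative to plate controls | Control set: DMSO and 20 µM GW8510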
GSK3A inh – blocks human GSK-3 alpha kinase; ADP-Glo luminescence, 60 min; inhibition, % at 10 µM; 320,000 compounds, 0.1% hits; AID 2650;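 in the data active = inhibition above about 50%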;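 note: GST-tagged GSK-3 alpha with peptide substrate and 25 µM ATP; 0% = DMSO neutral wells and 100% = GW8510 positive control wells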
Target sequence (P49840 whole entry, looked up): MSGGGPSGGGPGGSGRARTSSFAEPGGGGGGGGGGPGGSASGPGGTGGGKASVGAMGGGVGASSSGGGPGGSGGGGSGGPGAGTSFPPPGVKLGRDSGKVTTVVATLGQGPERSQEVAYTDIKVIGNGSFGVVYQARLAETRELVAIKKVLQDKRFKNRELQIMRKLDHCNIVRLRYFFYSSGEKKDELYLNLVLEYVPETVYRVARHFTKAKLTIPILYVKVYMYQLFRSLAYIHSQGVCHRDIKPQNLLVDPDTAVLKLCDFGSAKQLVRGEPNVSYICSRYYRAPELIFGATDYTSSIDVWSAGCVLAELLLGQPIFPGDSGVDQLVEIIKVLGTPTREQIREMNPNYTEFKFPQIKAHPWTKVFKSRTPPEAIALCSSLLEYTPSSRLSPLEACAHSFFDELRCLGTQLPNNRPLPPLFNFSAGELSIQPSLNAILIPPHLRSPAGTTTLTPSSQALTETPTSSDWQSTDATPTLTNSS
HSP90 refold inh – inhibitors of HSP90 luciferase refolding in rabbit reticulocyte lysate | AID 1789 | luciferase refolding luminescence, 3 h | 290,000 compounds, 0.91% hits | inhibition, % at 5.6 µM;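 active = inhibition above the screen-wide mean plus 3 SD, computed separately per campaign, cut at about 16% in these data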;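 note: 0% = DMSO wells and 100% = 60 µM geldanamycin wells; inhibitors lower the luminescence because luciferase stays unfolded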
The depositor's hits bear a star; i = inactive; ? = inconclusive; . = no result given. The list is partial; the hit share may differ from the screen's.

SMILES | IEC-6 cytotox | KLF5 inh | aSyn 5UTR inh | HSF-1 act | PolyA inhibitor | AI-2 QS mod | HSF1 inh | GSK3B inh | GSK3A inh | HSP90 refold inh
O=C(NNS(=O)(=O)c1cc(Cl)cc(Cl)c1)c1sccc1-n1cccc1 | -8 | -12 | 7 | -2 | i | -3 | -6 | 7 | -4 | -3
Cc1ccccc1-n1c(=O)c(C#N)cc2c(=O)n3ccccc3nc21 | 2 | -37 | 7 | 17 | i | 19 | 2 | -7 | 3 | 3
CC(C)(C)C(=O)N1CCN(c2nc3ccccc3o2)CC1 | -8 | -33 | -3 | 13 | i | 12 | 1 | 0 | -1 | 2
CCc1cccc(NC(=O)C2CCCN(c3ncnc4c3nc3n4CCCCC3)C2)c1 (stereo unspecified) | 5 | -22 | -3 | 4 | i | 18 | 4 | 2 | -1 | -9
CCOC(=O)c1cnc2ccc(C(=O)OC)cc2c1NCc1ccco1 | 4 | 13 | -23 | 2 | i | 8 | -2 | 1 | . | 1
Cc1ccc(SCCC(=O)N2CCC(C(N)=O)CC2)cc1 | -3 | -26 | -35 | 4 | i | -6 | -6 | 2 | -1 | -1
CC(Sc1nncn1-c1ccccc1)C(=O)Nc1cccc([N+](=O)[O-])c1 (stereo unspecified) | -11 | 2 | 15 | 3 | i | 25 | 2 | 2 | -1 | 3
O=C(N/N=C\c1cn[nH]c1-c1ccc(Cl)cc1)c1cccs1 | -2 | -80 | -5 | 3 | i | 0 | 4 | 1 | -1 | -6
CC(=O)Nc1ccccc1C(=O)C(=O)Nc1ccccc1 | -4 | -3 | -96 | -46 | i | 11 | -35 | 1 | 2 | 3
O=C(COC(=O)c1cc([N+](=O)[O-])ccc1NCc1ccccc1Cl)NCC(F)(F)F | 2 | -3 | 24 | -18 | i | 5 | -22 | 1 | 5 | -5
CC(Oc1cccc(Cl)c1)C(=O)N(C)CC(=O)Nc1ccc(N2CCOCC2)cc1 (stereo unspecified) | . | . | -7 | -6 | i | 28 | -3 | -2 | -1 | .
O=C(Nc1ccccc1Cl)C1CCN(S(=O)(=O)c2cccc3nonc23)CC1 | 0 | -2 | 11 | 24 | i | 22 | 8 | 2 | -2 | -3
CCOC(=O)CN(c1cc([N+](=O)[O-])ccc1OC)S(C)(=O)=O | -2 | -34 | -19 | 6 | i | -21 | 4 | -3 | 2 | 0
NC(=O)C[N+]1(CC#CC(O)(c2ccccc2)c2ccccc2)CCCC1 | -1 | -17 | 13 | -75 | i | 21 | -69* | 4 | 0 | 4
Cc1ncc(C[n+]2csc(CCOC(=O)C34CC5CC(CC(C5)C3)C4)c2C)c(N)n1 | -3 | -13 | -25 | 11 | i | 42 | 3 | 2 | 4 | 50*
C/C(=N/NC(=O)c1ccc2c(c1)OCO2)c1ccc(Br)s1 | -1 | -18 | -89 | 21 | i | 13 | 17 | 2 | . | -3
O=C(Nc1nnc(C2CC2)s1)c1cc(S(=O)(=O)N2CCCCC2)ccc1N1CCOCC1 | -2 | 0 | 14 | 10 | i | 13 | 7 | 2 | -1 | 2
COc1ccc2nc(Nc3nc(C)c(CCC(C)C)c(=O)[nH]3)nc(C)c2c1 | -1 | -21 | 35 | 3 | i | 33 | 4 | 8 | 0 | 0
CCCSc1nc2sc3c(c2c(=O)[nH]1)CCN(Cc1ccccc1)C3 | -7 | -11 | -20 | 7 | i | 35 | -4 | 4 | 0 | 0
CCCn1c(SCC(=O)N2CCN(c3ccccc3)CC2)nc2ccccc2c1=O | -3 | 4 | -1 | 12 | i | 18 | -8 | 0 | 0 | 0
CC(C)(/C=N/O)/[N+]([O-])=C/c1ccco1 | 8 | -13 | 18 | 11 | i | 7 | -12 | 0 | -1 | -3
CN(Cc1ccccc1)C(=O)COc1ccc(C(C)(C)C)cc1 | 2 | -57 | -43 | 25 | i | 28 | 26 | -1 | -2 | -3
COc1ccccc1N1CCN(S(=O)(=O)c2ccc3c(c2)NC(=O)C(C)S3)CC1 (stereo unspecified) | 0 | -28 | 15 | 42 | i | 16 | 7 | -2 | -1 | 2
COc1ccc(C2C(C#N)=C(N)Oc3cc(O)ccc32)cc1OC (stereo unspecified) | -1 | 7 | -11 | -6 | i | 16 | -2 | -1 | 2 | -3
COc1ccc(C2c3ccc4ccccc4c3Oc3ncn(CCO)c(=N)c32)cc1 (stereo unspecified) | 6 | -8 | -14 | -4 | i | 1 | -5 | 2 | 2 | 3
O=C(NCCCN1CCOCC1)c1cc2nc(-c3ccco3)cc(C(F)(F)F)n2n1 | 10 | -18 | 4 | -11 | i | 17 | 3 | -2 | -1 | 5
COc1ccc(/C=N/N2C(=O)C3C4C=CC(C4)C3C2=O)cc1[N+](=O)[O-] (stereo unspecified) | -5 | -45 | 7 | -5 | i | -72 | 6 | -3 | 1 | 2
O=C(CCc1ccccc1Cl)NC1CCCN(c2ccc(C(F)(F)F)cn2)C1 (stereo unspecified) | -2 | -22 | -6 | 18 | i | 34 | 7 | -1 | -2 | -2
O=C(O)C1C2CCC(C2)C1C(=O)Nc1nc2ccccc2s1 (stereo unspecified) | -2 | -43 | -9 | 10 | i | 13 | 0 | 2 | -3 | 0
COc1ccc(CN2CCNC(=O)C2CC(=O)N(C)Cc2nccn2C)cc1OC (stereo unspecified) | 0 | 3 | 2 | 3 | i | 18 | -4 | 2 | -5 | 1
O=C(CNS(=O)(=O)c1ccc(F)c(Cl)c1)N1CCCCCC1 | 2 | -13 | 17 | 7 | i | 23 | 4 | 0 | -1 | 1
Cc1ccc(SCCN2CCN(Cc3ccccc3)CC2)cc1 | 0 | -5 | 6 | 3 | i | 31 | 2 | -2 | -1 | 2
CN1CCCC(OC(=O)c2ccc(C(C)(C)C)cc2)C1 (stereo unspecified) | 1 | -48 | -9 | 8 | i | 4 | -6 | -3 | -1 | 3
N#Cc1c(N)nc(SCc2ccncc2)c(C#N)c1-c1cccs1 | 8 | 10 | 47 | -70 | i | 37 | -68* | 1 | 2 | -2
Cn1cccc1/C=N\NC(=O)Cc1ccc(Br)c2ccccc12 | 3 | -12 | 10 | -13 | i | 9 | 1 | -1 | -2 | 0
CCc1nc2ccccc2n(CCOCCOCCn2c(=O)c(CC)nc3ccccc32)c1=O | -6 | -18 | 10 | 10 | i | 33 | -1 | -2 | -1 | 1
COC(=O)c1c(C)oc2c1cc(NS(=O)(=O)c1ccc(C(=O)O)cc1)c1ccccc12 | -9 | -14 | -19 | 2 | i | 25 | -5 | 0 | 13 | 1
COc1ccccc1NC(=O)Oc1ccc(NC(=O)c2ccco2)cc1 | 8 | -27 | -23 | 14 | i | -7 | 5 | -6 | -4 | 2
O=C(CSc1ccccn1)N1CCCC(Nc2ccc(F)c(F)c2)C1 (stereo unspecified) | 5 | -6 | -9 | 7 | i | -4 | -2 | 0 | -2 | -1
CCOC(=O)c1c(NC(=O)C2CC(Cl)=CCC2C(=O)O)sc2c1CC(C)(C)OC2 (stereo unspecified) | 3 | -5 | 1 | -7 | i | 10 | -4 | 5 | -4 | 3

A different layout for two compounds above:
molecule,IEC-6 cytotox,KLF5 inh,aSyn 5UTR inh,HSF-1 act,PolyA inhibitor,AI-2 QS mod,HSF1 inh,GSK3B inh,GSK3A inh,HSP90 refold inh
O=C(NNS(=O)(=O)c1cc(Cl)cc(Cl)c1)c1sccc1-n1cccc1,-8,-12,7,-2,i,-3,-6,7,-4,-3
Cc1ccccc1-n1c(=O)c(C#N)cc2c(=O)n3ccccc3nc21,2,-37,7,17,i,19,2,-7,3,3

Later entries.
SMILES | IEC-6 cytotox | KLF5 inh | aSyn 5UTR inh | HSF-1 act | PolyA inhibitor | AI-2 QS mod | HSF1 inh | GSK3B inh | GSK3A inh | HSP90 refold inh
COc1ccc(C(=O)N2CCCC(CO)(Cc3ccccc3C)C2)o1 (stereo unspecified) | 4 | -11 | 2 | -17 | i | 16 | -3 | -5 | -2 | 0
COC(=O)c1ccc(N2C(=O)c3cc(N4CCOCC4)c([N+](=O)[O-])cc3C2=O)cc1 | 7 | -10 | -3 | -5 | i | -1 | -3 | -1 | 4 | 1
CSC1=NSC2=NC(=O)/C(=C\c3ccc(OC(=O)c4ccco4)cc3)C(=N)N12 | 2 | -89 | -46 | 32 | i | 0 | 12 | 1 | 5 | -4
CC(=O)c1ccc(NC(=O)C2CCCN2S(=O)(=O)c2ccc(C)cc2)cc1 (stereo unspecified) | -7 | -14 | -12 | 8 | i | 23 | -8 | 2 | -2 | -8
COc1ccc(C(CCNCc2ccc(F)cc2)c2ccc(F)cc2)cc1 (stereo unspecified) | -1 | 1 | -4 | -5 | i | 13 | 6 | -2 | 0 | -4
CCOC(=O)NC(=O)/C(C#N)=C(/C)N(C)C | 6 | -17 | 10 | 0 | i | 26 | -4 | 0 | -1 | 1
C/C(CC(=O)NCc1ccc(Cl)cc1)=N\NC(=O)COc1ccc(C)cc1Br | 2 | -12 | -34 | 17 | i | 16 | 2 | -3 | -1 | -2
O=C1NC(=Nc2cccc(Cl)c2)SC1Cc1cccc(Cl)c1Cl (stereo unspecified) | 0 | 7 | 18 | 22 | i | 21 | 17 | 0 | -5 | -3
COc1ccccc1NC(=O)Nc1cccc(C)n1 | 2 | -77 | -3 | -14 | i | 10 | -3 | 0 | -1 | -5
COC(=O)c1sc(=S)n(-c2ccccc2)c1N | -1 | -13 | 20 | -3 | i | 17 | -9 | 0 | -2 | 4
CN(C)c1ccc(NC(=O)COC(=O)c2cc(Cl)ccc2[N+](=O)[O-])cc1 | -1 | -20 | -36 | 8 | i | ? | -13 | 2 | -1 | -3
CC1CN(c2oc(-c3ccccc3Cl)nc2C#N)CC(C)O1 (stereo unspecified) | 4 | -14 | 6 | -7 | i | 13 | -2 | -2 | -3 | -1
O=C(NCc1cc(C(F)(F)F)cc(C(F)(F)F)c1)C1CC(c2c(Cl)cccc2Cl)=NO1 (stereo unspecified) | 8 | -27 | 14 | -43 | i | 4 | -25 | 2 | -3 | 0
O=C(Cc1cccc(C(F)(F)F)c1)N1CCCC1 | -3 | -28 | -7 | -2 | i | 6 | -9 | -1 | 2 | 0
CC(C)c1nc(Cl)c(C#N)c2c1CSC(C)(C)C2 | 0 | -7 | 11 | -6 | i | 14 | 0 | 2 | . | -2
COc1cc(C2C(C(C)=O)=C(O)C(=O)N2Cc2ccccc2)ccc1O (stereo unspecified) | -5 | -24 | 16 | -3 | i | 11 | -8 | 1 | -1 | 6
CN1CCN(c2nc3c(c(=O)n(C)c(=O)n3C)n2CCSc2nnnn2-c2ccccc2)CC1 | 4 | 14 | 9 | -15 | i | 15 | -3 | 1 | 2 | -4
O=C(NCCO)c1cc(-c2cc(C(=O)NCCO)c3ccccc3n2)nc2ccccc12 | -3 | -27 | 12 | 11 | i | 13 | -6 | -1 | -2 | 2
